Bioassay records as filed in PubChem BioAssay.
INS promoter inh: inhibitors of insulin promoter-driven GFP, primary screen, imaging, TRM-6 cells (human fetal islet line), eGFP reporter, cell count | AID 1273, 2008 | reporter expression induced with tamoxifen | inhibition, % at 2 µM | 0.9% of 130,000 active;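 active = inhibition above the mean plus 3 SD, with well images judged a real hit on visual review, cut at about 60% in these data, passing the limit was not always enough; inconclusive = inhibition over the cutoff but images rejected on review; inactive = inhibition not above the cutoff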
SDO1 yeast rescue: growth rescue of sdo1-depleted yeast, primary screen, S. cerevisiae, bone marrow failure model; AID 817, 2007; 0.21% of 140,000 active; S. cerevisiae sdo1-depleted JHY4D growth rescue, OD600 30 h; hits give high values; pdr5 snq2 efflux-pump mutant strain; z-score at 10 µM;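 active = z-score above 3 at both the 24 hr and the 30 hr optical density reads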;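 note: z-score against mean and SD of all compound wells on the same plate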
SDO1 yeast rescue Rescue 24 h: recorded beside SDO1 yeast rescue, whose call it bears; z-score; S. cerevisiae sdo1-depleted JHY4D growth rescue, OD600; measured here: growth rescue at 24 h;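 0 is the plate mean of compound wells and units are plate SD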
Starred values were filed as active, the others as inactive; ? = inconclusive; nt = not tested or not shown. Rows are unselected; 0.91% or so of the library scored in one or more.

INS promoter inh	SDO1 yeast rescue	SDO1 yeast rescue Rescue 24 h	compound
-6	0.71	0.15	COC(=O)COC(=O)c1ccc(O)cc1
3	nt	nt	Nc1nc(N2CCN(Cc3ccccc3)CC2)n[nH]1
-15	-0.48	-0.47	Cc1cc(C(=O)OCC(=O)N2CCOCC2)c2ccccc2n1
9	6	1.8	CCn1c(=O)n(CC(=O)N2CC(C)CC(C)C2)c(=O)c2ccccc21 (stereo not given)
-29	0.87	1.1	COC(=O)Cn1c(=NC(=O)CSC(C)=O)sc2ccccc21
7	nt	nt	O=C(CN1CCC(n2cnc3cc(F)ccc32)CC1)Nc1ccccc1Br
0	1.8	0.91	COc1ccc(Cl)cc1NC(=O)c1cccc(NC(=O)CCC(=O)O)c1
-8	-0.12	0.27	Cc1ccc(/C(O)=C2/C(=O)C(=O)N(CCN3CCOCC3)C2c2cccs2)cc1 (stereo not given)
2	-1.2	-0.95	Cc1ccc(NC(=O)C(c2ccc(Cl)cc2Cl)N2CCCC2)cc1 (stereo not given)
nt	0.3	1.6	CCN1C(=O)c2cccc3cccc1c23
-5	0.4	0.17	Cc1nnc(SCC(=O)Nc2ccc(Cl)cn2)s1
-4	0.64	0.94	CC(C)N(C(=O)CN1C(=O)NC2(CCCCCC2)C1=O)C(C)C
14	-0.82	-0.05	CSc1nc(N)nc(SCC(=O)CC(=O)OC(C)C)c1C#N
nt	0.79	0.1	CCN1CN(CCc2ccccc2)CNC1=S
-3	-0.97	-0.14	COc1ccc(OC)c(NC(=O)c2cc3c(Cl)nc4ccccc4c3s2)c1

Further results:
INS promoter inh	SDO1 yeast rescue	SDO1 yeast rescue Rescue 24 h	compound
-344	0.78	0.11	COCCNC(=O)Cn1cc(C(=O)c2cccs2)c2ccccc21
0	nt	nt	COc1ccc(CNC(=O)CSc2nnc(-c3cccnc3)n2N)cc1
24	0.55	-0.15	CC(=O)N1c2ccccc2C2(O)N=C(C)SC12 (stereo not given)
44	-1.7	-1.7	O=c1c(Cl)c(NCc2ccccc2Cl)cnn1C12CC3CC(CC(C3)C1)C2
nt	-0.41	-1.4	COc1ccc(NC(=O)C(=O)N/N=C/c2cccnc2)c(OC)c1
-7	nt	nt	O=C(NCC(c1cccnc1)N1CCOCC1)NC1CCCCC1 (stereo not given)
-21	0.4	-0.02	CCn1c(SCc2nc3ccccc3[nH]2)nnc1-c1ccc(OC)cc1
-27	nt	nt	CCC/C(=N\NC(=O)Cc1csc(N2CCOCC2)n1)c1ccccc1
-33	0.3	0.45	CC(C)CN(CC(C)C)C(=O)CCCC(=O)N(CC(C)C)CC(C)C
nt	-0.74	-1.1	O=C(N/N=C1\CCc2ccccc21)c1ccccc1O
26	1.6	0.76	CCCC(=O)C1C(=O)CC(C)(C)C(c2cc(C)no2)C1=O (stereo not given)
46	0.01	-0.13	COc1ccc(CC(=O)N2CCN(c3ccccn3)CC2)cc1
nt	0.34	0.11	COc1ccc(-c2nc(CNS(=O)(=O)c3ccc(OC)c(OC)c3)cs2)cc1
2	-0.74	0.29	CC1CN(S(=O)(=O)c2cccc(C(=O)Nc3ccc4c(c3)CCC4)c2)CC(C)O1 (stereo not given)
-14	0.28	-0.51	O=C(NC1CCCCC1)c1cccs1

Next part.
INS promoter inh	SDO1 yeast rescue	SDO1 yeast rescue Rescue 24 h	compound
-9	-0.2	0.51	COC(=O)c1ccccc1NC(=O)COc1ccccc1
nt	1.3	1.4	Cc1ccc(-c2nc3ncccc3o2)cc1NC(=O)CC(C)C
nt	0.39	0.42	COc1ccc(C)cc1NC(=O)C(OC(=O)CNC(=O)c1cc(C)cc(C)c1)c1ccccc1 (stereo not given)
13	0.4	-0.27	O=C(CCCc1nc(-c2ccccc2Cl)no1)NCc1cccnc1
-30	-0.09	0.81	N#Cc1c2c(c(Nc3ccccc3)n3c1nc1ccccc13)CCC2
9	0.3	0.17	COc1ccc(CSc2nnc(C)n2N)cc1Br
62	-1.3	-0.73	CCCCCOc1ccc(CSc2ncn[nH]2)cc1
11	nt	nt	CC(=O)c1ccc(NC(=S)Nc2ccn(Cc3ccc(Br)cc3)n2)cc1
nt	0.21	1.3	CC1CCc2cc(F)ccc2N1C(=O)CSc1nnc2c3cc(F)ccc3n(C)c2n1 (stereo not given)
34	0.14	0.63	Brc1cnc(N2CCCCC2)nc1N1CCOCC1
nt	0.08	0	CC(C)C(C(=O)Nc1nccs1)c1ccccc1 (stereo not given)
3	0.49	0.07	CN(C)S(=O)(=O)c1ccc(C(=O)NC(=O)CSc2ccccc2)cc1
17	0.16	-0.86	CC(C)(C)c1ccc(CS(=O)CC(O)CO)cc1 (stereo not given)
-17	-0.57	-0.26	CCc1ccc(CN(C)CC(=O)Nc2sccc2C#N)cc1
-335	0.03	0.38	CC(C)c1ccc2oc(-c3ccc(NC(=O)c4ncn[nH]4)cc3)nc2c1

Remaining list, next part.
INS promoter inh	SDO1 yeast rescue	SDO1 yeast rescue Rescue 24 h	compound
-95	-1.9	-0.83	CCOC(=O)N1CCN(CC(O)COc2ccccc2C(C)CC)CC1 (stereo not given)
-5	nt	nt	Cc1cc(C(=O)Cn2nc(C(=O)O)c3ccccc3c2=O)c(C)n1C1CC1
-53	-0.33	0.09	Fc1ccc(CSc2nncn2NC/C=C/c2ccccc2)cc1
-23	-0.56	-0.47	N#Cc1cc(N)ccc1Sc1ccccc1
-10	0.44	0.27	CCn1c(CCC(=O)Nc2cc(F)ccc2C)nc2cc(S(=O)(=O)N(C)C)ccc21
nt	-0.17	-0.79	N#CC1=C2SCN(c3ccccc3)CN2C(=O)CC1c1ccccc1Cl (stereo not given)
-348	-0.66	-1.2	CC(C)OC(=O)c1cc2ccccc2[nH]1
nt	0.55	-1.6	COC(=O)c1ccc(NC(=O)CCc2c(C)nc3ncnn3c2C)cc1
-25	0.92	1.1	COc1cc(NS(=O)(=O)c2ccc(NC(C)=O)cc2)nc(OC)n1
8	-0.17	0.07	C=C(C)CC1Nc2ccccc2NC1CC(=C)C (stereo not given)
68	0.16	-0.32	Cc1ccc(-n2c(-c3ccccc3)n[nH]c2=S)cc1
44	-0.7	-0.8	CCC(=O)Nc1ccc2nc(C)n(Cc3ccccc3Cl)c(=O)c2c1
64	-0.1	0.75	CCNc1cc(N2CCN(S(=O)(=O)c3ccc4c(c3)CCCC4)CC2)ccc1[N+](=O)[O-]
3	-0.9	-0.29	CCCn1c(=O)c2ccccc2n2c(SCC(=O)c3ccc(CC)cc3)nnc12
21	-1.5	-1.3	COc1ccc(NC(=O)Nc2cc(C)ccc2OC)cc1

Some of these compounds in order of molecular weight, smallest number first.
INS promoter inh	SDO1 yeast rescue	SDO1 yeast rescue Rescue 24 h	compound
nt	0.3	1.6	CCN1C(=O)c2cccc3cccc1c23
-14	0.28	-0.51	O=C(NC1CCCCC1)c1cccs1
-23	-0.56	-0.47	N#Cc1cc(N)ccc1Sc1ccccc1
24	0.55	-0.15	CC(=O)N1c2ccccc2C2(O)N=C(C)SC12 (stereo not given)
nt	0.08	0	CC(C)C(C(=O)Nc1nccs1)c1ccccc1 (stereo not given)
17	0.16	-0.86	CC(C)(C)c1ccc(CS(=O)CC(O)CO)cc1 (stereo not given)
-9	-0.2	0.51	COC(=O)c1ccccc1NC(=O)COc1ccccc1
-5	0.4	0.17	Cc1nnc(SCC(=O)Nc2ccc(Cl)cn2)s1
nt	1.3	1.4	Cc1ccc(-c2nc3ncccc3o2)cc1NC(=O)CC(C)C
-4	0.64	0.94	CC(C)N(C(=O)CN1C(=O)NC2(CCCCCC2)C1=O)C(C)C
nt	-0.41	-1.4	COc1ccc(NC(=O)C(=O)N/N=C/c2cccnc2)c(OC)c1
-335	0.03	0.38	CC(C)c1ccc2oc(-c3ccc(NC(=O)c4ncn[nH]4)cc3)nc2c1
-21	0.4	-0.02	CCn1c(SCc2nc3ccccc3[nH]2)nnc1-c1ccc(OC)cc1
3	0.49	0.07	CN(C)S(=O)(=O)c1ccc(C(=O)NC(=O)CSc2ccccc2)cc1
2	-0.74	0.29	CC1CN(S(=O)(=O)c2cccc(C(=O)Nc3ccc4c(c3)CCC4)c2)CC(C)O1 (stereo not given)
-10	0.44	0.27	CCn1c(CCC(=O)Nc2cc(F)ccc2C)nc2cc(S(=O)(=O)N(C)C)ccc21

Carrying on.
INS promoter inh	SDO1 yeast rescue	SDO1 yeast rescue Rescue 24 h	compound
7	-0.14	1.2	C=CCNC(=O)/C(=C\C=C\c1ccccc1)NC(=O)c1ccc(OCCCC)cc1
nt	-0.63	0.34	Cc1ccc(C(=O)NC(=S)Nc2ccc(NC(=O)c3cccs3)cc2)cc1[N+](=O)[O-]
nt	0.68	0.51	Cc1ccc(NC(=O)CSCCc2ccccn2)nc1
-17	0.06	0.33	CN1C(=O)/C(=C\c2ccncc2)SC1=Nc1ccccc1
35	nt	nt	Cn1c(=O)cc(OCC(=O)N2CCN(c3ccccc3F)CC2)c2ccccc21
nt	0.46	0.04	COc1cccc(C2NC(=O)NC(C)=C2C(=O)Nc2ccc(C)cc2)c1 (stereo not given)
36	nt	nt	CCN(Cc1ccccc1)S(=O)(=O)c1cc(C(=O)O)ccc1OC
18	0.05	0.71	C=CCNC(=O)CN1CCC(n2c(C)nc3cc(C(F)(F)F)ccc32)CC1
-21	0.74	0.18	CCC(CC)NC(=O)c1cc(OC)c(OC)cc1[N+](=O)[O-]
-21	0.63	0.03	Cc1ccc(NC(=O)c2ccc(S(=O)(=O)N3CCOCC3)cc2)nc1
-14	-0.04	0.45	O=C(NCc1ccco1)NC12CC3CC(CC(C3)C1)C2
29	-0.08	-0.1	O=C(CSc1cccc2cccnc12)OCC(=O)c1ccccc1
11	-1.8	-1.2	FC(F)Oc1ccc(NC(=S)NCc2ccccc2)cc1Cl
nt	-0.95	-1.4	Cc1ccccc1NC(=O)CSc1nc(N)c2c3c(sc2n1)CSC(C)(C)C3
nt	-0.11	-0.29	Cc1ccccc1Cc1c(C)nc2ncnn2c1C

Next section:
INS promoter inh	SDO1 yeast rescue	SDO1 yeast rescue Rescue 24 h	compound
16	-0.21	-1	CCC/C(O)=C1\C(=O)CCCC1=NCCCCCC(=O)O
-22	-1.5	-1.2	CCCC1C(C(=O)OCC)=C(C)NC(C)=C1C(=O)OCC
-86	-0.5	-0.99	CCOCCCNC(=O)C(c1ccc(Cl)cc1)N1CCC2(CC1)OCCO2 (stereo not given)
nt	1	1.2	O=C(NCC1CCCO1)C(=Cc1cccc([N+](=O)[O-])c1)C(=O)NCC1CCCO1 (stereo not given)
5	1.8	1.8	COc1ccc(-n2nnnc2SCC(=O)N2CCCC2)cc1OC
nt	-0.13	0.82	Nc1nnc(SCC(=O)Nc2ccc3nc(SCC(=O)Nc4ccccc4)sc3c2)s1
-186	0.48	0.88	CCCCCCCCSc1nnc(-c2ccc(OC)cc2)o1
nt	0.06	0.41	CCN(CC)C(=O)CSC(=Nc1ccccc1F)NC#N
19	-0.36	-0.78	COc1ccccc1/C=C/C=N/NC(=O)Cc1cccn1C
-36	-0.67	-0.61	Cc1ccc(OCC(O)Cn2c(=N)n(CCN3CCOCC3)c3ccccc32)cc1 (stereo not given)
-44	nt	nt	COc1ccc(CN=C(N)N=C(N)N)cc1Cl
17	-0.06	-0.04	O=C(Nc1ccc2c(c1)OCO2)C1CCCN1C(=O)Nc1cccc(F)c1 (stereo not given)
69	0.41	1	O=C(O)c1ccccc1C(=O)N1CCN(c2cccc(Cl)c2)CC1
nt	-0.05	-0.53	Cc1ccc(N(CC(=O)N/N=C/c2ccco2)S(=O)(=O)c2ccccc2)cc1
nt	-0.5	-0.54	COc1ccc(-c2ccc(-c3noc(C4CCCCC4)n3)c(OC)n2)cc1

More results.
INS promoter inh	SDO1 yeast rescue	SDO1 yeast rescue Rescue 24 h	compound
nt	0.18	-0.31	C=CCn1c(=O)c2c(nc3n2CC(C)CN3c2cccc(OC)c2)n(C)c1=O (stereo not given)
?	0.76	0.23	Cc1ccc(S(=O)(=O)N2CCSC2C(=O)O)cc1 (stereo not given)
3	-0.53	-0.15	Cc1oc(-c2ccc(Cl)cc2)nc1CN1CCC(C(=O)NCc2cccs2)CC1
-14	nt	nt	Cc1ccc(C(=O)Nc2ccc(Cl)cc2C)c(Cl)c1
-62	-0.65	-0.82	COc1ccc2cc(C(=O)NCc3ccco3)c(=Nc3ccc(C(=O)O)cc3)oc2c1
57	0.65	-0.54	COC(=O)c1ccc(C2/C(=C(/O)c3ccc(OC(C)C)cc3)C(=O)C(=O)N2c2cc(C)on2)cc1 (stereo not given)
nt	0.01	-0.78	CC1CC(C)CN(C(=O)c2cn(C)c3ccc(S(=O)(=O)N(C)C)cc3c2=O)C1 (stereo not given)
12	-2.1	-1.2	CCS(=O)(=O)c1ccc2oc(Nc3ccc(C(C)C)cc3)nc2c1
nt	0.93	0.01	CCOC(=O)c1cnn2c(C(F)(F)F)cc(-c3ccco3)nc12
nt	0.62	0.51	Cc1cc(C)c2[nH]c(=O)c(C(c3nnnn3C(C)(C)C)N3CCN(C(=O)c4ccco4)CC3)cc2c1 (stereo not given)
26	-0.12	0.25	CC(=O)N(/N=C/c1cccc(C)c1)c1nc(-c2ccc(Br)cc2)cs1
-30	0.54	1.3	COc1cccc(OCC(=O)NNC(=O)c2ccc(-c3ccccc3)cc2)c1
nt	1.1	0.83	Cn1c(=O)oc2cc(S(=O)(=O)N3CCCC(C(=O)Nc4ccc5c(c4)OCCO5)C3)ccc21 (stereo not given)
14	1.1	1.1	CC(C)(C)NC(=O)COC(=O)/C=C/c1ccccc1[N+](=O)[O-]
-3	-0.18	-0.19	CCN(CC(=O)Nc1ccc2c(c1)OCCO2)S(=O)(=O)c1cccs1
7	-0.43	1.6	Cc1cc(OC(=O)c2ccco2)c2c(C)cc(=O)oc2c1
-8	0.96	0.2	Cc1cccc(OCCC(=O)NCC(c2ccco2)N2CCCCC2)c1 (stereo not given)
